# TRPC6 act – activators of mouse TRPC6 channel; HEK293-TRPC6 membrane potential dye fluorescence; active compounds read high; AID 2550; Q61143; 0.13% of 310,000 active; B-score at 10 µM;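 active = B-score of the integrated fluorescence ratio above library mean plus 3 SD, and starting fluorescence ratio within library mean plus 5 SD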;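 note: higher score means more depolarization so channel activation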
# HIF act – HIF pathway transcriptional activation. U2OS HRE-luciferase reporter, luminescence; normalized: DMSO 0%, desferrioxamine 100%. activation, % at 7.5 µM (by protocol). 0.32% of 300,000 active;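 active = mean activation of at least 10% of the iron chelator positive control signal, with at least half of replicates also reaching 10%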
# TRPC4 inh – blocks the mouse TRPC4 cation channel. Q9QUQ5. HEK293 TRPC4beta/mu-opioid, DAMGO-evoked Fluo4 calcium flux; active compounds read low. B-score at 10 µM. 0.39% of 300,000 active;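 active = B-score over 3 SD under the library average, no early fluorescence shift, positive overall ratio signal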
#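 Assay system: TRPC4beta/mu-opioid receptor HEK293 cell line; compound dosing: single concentration per test compound; detection: Fluo4 Ca2+ flux fluorescence; evaluation: per-well B score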
# KLF5 inh – inhibitors of KLF5 expression; 0.23% of 290,000 active; DLD-1 KLF5 promoter-luciferase reporter, luminescence; inhibition, % at 5 µM;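 active = inhibition above a per-plate limit of that plate's mean compound inhibition plus 3 SD, cut at about 60% in these data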;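 note: 0% = DMSO wells and 100% = LY294002 at 200 µM; higher means less KLF5 promoter-driven luciferase light; inactives centre near -14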
# aSyn 5UTR inh – 5' untranslated region of α-synuclein, MLPCN primary screen; alpha-synuclein 5'UTR reporter, inhibitor activity; 0.82% of 300,000 active; AID 1813; inhibition, % (tested at 7.5 µM); in the data active = inhibition above about 60%;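 note: H4 neuroglioblastoma cells stably carrying SNCA 5'UTR luciferase fusion; 0% = DMSO wells and 100% = positive control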
# TRPC4 agonist – activators of mouse TRPC4 channel | HEK293 TRPC4beta/mu-opioid, Fluo4 calcium fluorescence; active compounds read high | B-score at 10 µM | 0.49% of 310,000 active | AID 2237;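 active = B-score above 5 SD of library B-scores, and initial fluorescence ratio not above library mean plus 5 SD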;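 note: positive B-score marks a calcium rise read as TRPC4 activation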
#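 Assay system: HEK293 stable line with TRPC4beta plus mu-opioid receptor; schedule: 45 min room-temperature Fluo4 loading, 110 s read; technique: kinetic Fluo4 calcium fluorescence; evaluation: integrated baseline-normalised fluorescence ratio, converted to per-well B score; controls: buffer (low) and maximal DAMGO (high)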
# TRPC4 PAM – allosterically enhances the mouse TRPC4 cation channel; Q9QUQ5; HEK293 TRPC4beta/mu-opioid, DAMGO EC20, Fluo-4 Ca2+ flux; active compounds read high; B-score at 10 µM; 0.42% of 310,000 active;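 active = B-score of calcium response area above 5 SD of library B-scores, with initial fluorescence ratio within 5 SD of library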;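 note: B-score of integrated fluorescence ratio over time as area under calcium response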
# IEC-6 cytotox – kills IEC-6 intestinal cells in KLF5 counter-screen | 0.78% of 290,000 active | inhibition, % at 5 µM | IEC-6 cytotoxicity, luminescence viability; in the data active = inhibition above about 22%;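 note: 0% = plate median of test compound wells and 100% = cytotoxic reference compound wells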
# MrgX1 antag – human MrgX1 receptor antagonism, primary screen; AID 588676; MRGX1-HEK293 calcium flux, Fluo-4, BAM8-22 antagonism; active compounds read low; B-score at 10 µM; 1.3% of 310,000 active;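 active = calcium-response B-score plate-corrected more than 3 library SD below zero, starting fluorescence within 5 deviations, no agonist response on first addition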;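 note: peak minus trough fluorescence over baseline after final BAM8-22 challenge near maximal dose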
# Target sequence (Q96LB2 whole entry, looked up): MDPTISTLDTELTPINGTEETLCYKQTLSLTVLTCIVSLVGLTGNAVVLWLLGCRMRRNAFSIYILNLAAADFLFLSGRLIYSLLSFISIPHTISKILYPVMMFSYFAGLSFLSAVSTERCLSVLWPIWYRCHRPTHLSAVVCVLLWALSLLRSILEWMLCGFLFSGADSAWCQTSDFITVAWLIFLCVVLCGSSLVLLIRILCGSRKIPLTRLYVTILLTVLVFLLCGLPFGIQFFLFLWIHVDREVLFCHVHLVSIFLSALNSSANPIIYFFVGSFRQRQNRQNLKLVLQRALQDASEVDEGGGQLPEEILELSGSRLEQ
# SKKanGAS inh – SKKanGAS growth inhibition; S. pyogenes SKKanGAS, kanamycin growth, BacTiter-Glo, 6 h; inhibition, % at 7.5 µM; 1.3% of 300,000 active; AID 1662;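 active = mean replicate score, as percent of positive control median, at least 50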;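 note: strain carries kanamycin resistance gene driven by streptokinase promoter and grows in 40 µg/ml kanamycin; loss of luminescence reflects streptokinase promoter inhibition or plain growth inhibition; 0% = median of DMSO wells and 100% = positive control at its reference dose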
# TRPC6 inhibitor – inhibitors of mouse TRPC6 channel | B-score at 10 µM | HEK293-TRPC6, membrane potential dye, ACh-evoked depolarization; active compounds read low | 1.1% of 310,000 active | Q61143;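 active = B-score under library mean minus 3 SD, initial fluorescence not abnormally high, positive integrated signal ratio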;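 note: B-score derived from integrated fluorescence ratio over the kinetic read; more negative B-score means stronger inhibition of depolarization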
# Numbers without * were called inactive; i = inactive; · = not tested or not shown.
1) CC(C)(C)c1ccc(-c2noc(CCC(=O)NCC3CCCO3)n2)cc1 (stereo not drawn)
2) Cc1ccc(S(=O)(=O)c2cc3c(=O)n4ccccc4nc3n(C3CCCCC3)c2=N)cc1
3) CC(O)(CS(=O)(=O)Cc1cccc(C(F)(F)F)c1)C(=O)Nc1cccc(C(F)(F)F)c1 (stereo not drawn)
4) Cc1cc2occ(CC(=O)NC3CCCc4ccccc43)c2cc1C (stereo not drawn)
5) O=C(NCC1CCCO1)c1ccc(NC(=O)c2cccc(Br)c2)cc1 (stereo not drawn)
6) CCOc1cc(/C=N/N=C(/N)c2nonc2N)cc(Br)c1OCc1ccc(Cl)cc1
7) COc1ccc(NC(=O)Nc2nnc(-c3cccs3)s2)cc1
8) CC12CN3CCN(CC(C3)C1(O)CN1CCCCC1)C2 (stereo not drawn)
Screen / compound no.,1,2,3,4,5,6,7,8
TRPC6 act,i,i,i,i,i,i,i,i
HIF act,-2.0,0.3,0.4,0.1,1.0,-0.3,1.0,0.8
TRPC4 inh,i,i,i,i,i,i,i,i
KLF5 inh,74*,9,20,6,-37,-44,-50,-17
aSyn 5UTR inh,104*,39,7,-5,14,1,-113,-13
TRPC4 agonist,i,i,i,i,i,i,i,i
TRPC4 PAM,i,i,i,i,i,i,i,i
IEC-6 cytotox,-1,1,-5,-8,2,0,-4,7
MrgX1 antag,i,i,i,i,i,i,i,i
SKKanGAS inh,-2,21,9,12,-3,7,-1,-2
TRPC6 inhibitor,i,i,i,i,i,i,i,i

9) N#C/C(=C\c1ccco1)C(=O)Nn1cnnc1
10) O=S(CC(O)COCc1ccc(Cl)cc1)c1ccccn1 (stereo not drawn)
11) CC(=O)Nc1nc(C)c(-c2nc3ccc([N+](=O)[O-])cc3[nH]2)s1
12) Cc1nnc(NC(=O)CSc2nc(C(C)C)nc3ccccc23)s1
13) O=C(c1ccc(CS(=O)Cc2ccccc2Cl)o1)N1CCN(c2cccc(Cl)c2)CC1 (stereo not drawn)
14) Cc1ccc(C)c(OCCC(=O)OCC(=O)Nc2cc(S(=O)(=O)N3CCOCC3)ccc2C)c1
15) CCOc1cccc(NC(=O)Cn2nc(-c3ccc4c(c3)OCCO4)ccc2=O)c1
16) C[C@@H]1C[C@@H]2OC(=O)[C@]3(C)[C@H]2[C@@H](OC3(C)O)[C@]2(C)C(=O)CC[C@H]12 (stereo partly drawn)
Screen / compound no.,9,10,11,12,13,14,15,16
TRPC6 act,i,i,i,i,i,i,i,i
HIF act,-0.5,0.2,-0.8,·,0.1,-0.8,0.1,-2.1
TRPC4 inh,i,i,i,i,i,i,i,i
KLF5 inh,8,-1,-54,-7,0,·,-8,·
aSyn 5UTR inh,-24,-22,-81,-22,5,-15,6,7
TRPC4 agonist,i,i,i,i,i,i,i,i
TRPC4 PAM,i,i,i,i,i,i,i,i
IEC-6 cytotox,-6,-2,6,-3,3,·,-3,·
MrgX1 antag,i,i,i,i,i,i,i,i
SKKanGAS inh,-3,-1,3,2,3,-7,3,10
TRPC6 inhibitor,i,i,i,i,i,i,i,i

17) CC(C)c1ccc(C(C(=O)NC(C)(C)C)N(C(=O)CNC(=O)c2ccco2)c2cccnc2)cc1 (stereo not drawn)
18) Cc1cc(C)n(-c2nc3ccccc3c(=O)n2OC2CCCCC2)n1
19) Cc1cc(C)n(-c2cc(C)c(C)cc2Br)n1
20) O=C(CN1CCC(n2nnc3cc(C(F)(F)F)ccc32)CC1)Nc1ccc2c(c1)CCC2
21) CCn1c(SC)nnc1-c1c[nH]c2ccccc12
22) Cc1ccc(NC(=O)CSc2ncn[nH]2)cc1S(=O)(=O)N1CCOCC1
23) CCN(CC)CCNC(=O)/C(=C/c1cn(C)c2ccccc12)NC(=O)c1ccc(OC)c(OC)c1
24) COc1ccc(C2CC(c3ccccc3OC(=O)/C=C/c3ccccc3)=NN2C(C)=O)cc1 (stereo not drawn)
Screen / compound no.,17,18,19,20,21,22,23,24
TRPC6 act,i,i,i,i,i,i,i,i
HIF act,0.0,-0.3,1.3,-1.6,1.1,-0.9,-1.1,1.4
TRPC4 inh,i,i,i,i,i,i,i,i
KLF5 inh,0,0,-12,-29,3,14,-15,0
aSyn 5UTR inh,-21,-32,-2,28,-41,7,-64,-69
TRPC4 agonist,i,i,i,i,i,i,i,i
TRPC4 PAM,i,i,i,i,i,i,i,i
IEC-6 cytotox,-1,5,-5,-2,-8,1,0,0
MrgX1 antag,i,i,i,i,i,i,i,i
SKKanGAS inh,-5,1,0,24,3,10,-12,5
TRPC6 inhibitor,i,i,i,i,i,i,i,i

25) C=CCn1c(-c2cccc(Cl)c2)n[nH]c1=S
26) CCC(CC)N1CCN(C(=O)c2cc(OC)c(OC)c(OC)c2)CC1
27) CCN(CC)c1ccc(N/C(N)=N/c2nc(C(F)(F)F)cc(=O)[nH]2)cc1
28) Cc1ccccc1NC(=O)c1cccc(N2C(=O)C3CCCCC3C2=O)c1 (stereo not drawn)
29) Cc1cc(C(=O)NC(=S)Nc2ccccc2N2CCOCC2)ccc1[N+](=O)[O-]
30) CCOc1ccccc1Nc1ncnc2ccccc12
31) CC(=O)Nc1ccc(NC(=O)C2CCCN2S(=O)(=O)c2cccc3nsnc23)cc1 (stereo not drawn)
32) CS(=O)(=NS(=O)(=O)c1ccc(Cl)cc1)c1ccccc1 (stereo not drawn)
Screen / compound no.,25,26,27,28,29,30,31,32
TRPC6 act,i,i,i,i,i,i,i,i
HIF act,-0.1,-0.1,0.2,0.3,0.1,-0.2,0.0,-0.6
TRPC4 inh,i,i,i,i,i,i,i,i
KLF5 inh,-11,-29,-17,-4,-18,-4,-24,-3
aSyn 5UTR inh,10,3,-1,-10,-45,-7,-4,0
TRPC4 agonist,i,i,i,i,i,i,i,i
TRPC4 PAM,i,i,i,i,i,i,i,i
IEC-6 cytotox,0,11,-1,0,9,9,-2,3
MrgX1 antag,i,i,i,i,i,i,i,i
SKKanGAS inh,5,-5,-6,2,4,-3,4,0
TRPC6 inhibitor,i,i,i,i,i,i,i,i

33) CCC1CCCCN1C(=O)Cn1c(C(=O)OC)cc2sc(Cl)cc21 (stereo not drawn)
34) CC(C)N1CC2=C(C1=O)C(c1ccc(O)cc1)NC(=O)N2C (stereo not drawn)
35) CC(NC(=O)c1cc(S(=O)(=O)N2CCOCC2)ccc1N1CCCC1)c1ccc(Cl)c(Cl)c1 (stereo not drawn)
36) COc1ccc(CCNC(=O)CC(NS(=O)(=O)c2ccc(NC(C)=O)cc2)C(C)C)cc1OC (stereo not drawn)
37) O=[N+]([O-])c1cccc(S(=O)(=O)N2CCCC2)c1
38) Cc1cccnc1NC(=O)Nc1cccc(Cl)c1
39) OCCNCc1cc(Br)ccc1OCc1ccccc1Cl
40) O=C(O)CNC(=O)C(Cc1ccccc1)NC(=O)OCc1ccccc1 (stereo not drawn)
Screen / compound no.,33,34,35,36,37,38,39,40
TRPC6 act,i,i,i,i,i,i,i,i
HIF act,-0.3,-0.2,-0.1,-0.3,-0.3,2.6,-0.4,-0.2
TRPC4 inh,i,i,i,i,i,i,i,i
KLF5 inh,-21,-12,·,-2,3,-61,-2,2
aSyn 5UTR inh,26,-5,17,-23,5,-186,-26,18
TRPC4 agonist,i,i,i,i,i,i,i,i
TRPC4 PAM,i,i,i,i,i,i,i,i
IEC-6 cytotox,-3,4,·,4,2,-9,9,5
MrgX1 antag,i,i,i,i,i,i,i,i
SKKanGAS inh,-1,-9,-6,2,1,4,-1,4
TRPC6 inhibitor,i,i,i,i,i,i,i,i

41) Nc1nonc1-n1nnc(C(=O)N/N=C/c2ccccn2)c1CNc1ccccc1
42) COC(=O)c1ccc(COc2cccc3c2CCN(Cc2ccccc2)C3=O)o1
43) COC(=O)C(CCSC)NC(=O)c1cn(-c2ccc(OC)cc2)c(=O)c2ccccc12 (stereo not drawn)
44) CC(C)CC(COCc1ccc(Cl)cc1)N1CCN(C(=O)c2ccc(C(F)(F)F)cc2)CCC1=O (stereo not drawn)
45) CCCCn1c(SCC(=O)OCC)nc2c(sc(=S)n2-c2ccccc2OC)c1=O
46) CC(=O)N1CCc2cc(S(=O)(=O)CCC(=O)Nc3c(C)n(C)n(-c4ccccc4)c3=O)ccc21
47) Cc1cccc(Cc2cnc(NC(=O)c3ccc(C)o3)s2)c1
48) COc1ccc2c(CCNC(N)=S)c[nH]c2c1
Screen / compound no.,41,42,43,44,45,46,47,48
TRPC6 act,i,i,i,i,i,i,i,i
HIF act,-0.1,0.5,-2.5,-0.3,-0.2,0.7,2.4,0.2
TRPC4 inh,i,i,i,i,-6*,i,i,i
KLF5 inh,0,-6,-51,6,7,10,-99,-23
aSyn 5UTR inh,-11,4,15,16,3,-22,16,-6
TRPC4 agonist,i,i,i,i,i,i,i,i
TRPC4 PAM,i,i,i,i,i,i,i,i
IEC-6 cytotox,-4,-6,-2,-1,-1,4,59*,-6
MrgX1 antag,i,i,i,i,i,i,i,i
SKKanGAS inh,-2,-12,-2,23,22,-4,77*,-11
TRPC6 inhibitor,i,i,i,i,i,i,i,i

# Bioassay records (PubChem)
